Screening results deposited in PubChem by several laboratories.
Rac1 GTP hydrolysis: MgcRacGAP GTPase-activating activity inhibitors, confirmation, biochemical, ADP Hunter fluorescence | Rac GTPase-activating protein 1 (Homo sapiens) | 0.6% of 340,000 active | MgcRacGAP-stimulated Rac1 GTP hydrolysis, ADP Hunter fluorescence; higher % means a stronger effect; GST-tagged Rac1 F28L mutant substrate | one-dose inhibition, % at 30 µM; IC50 in µM for titrated hits;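 active means first-screen hits whose inhibition reached a set limit at any dose in the follow-up dose series; inconclusive means inhibition above the set first-screen limit but never retested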;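 further: fluorescence reports GDP produced by GAP-driven GTP hydrolysis; strong numbers were not always called active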
TNAP activators: human TNAP enzyme activators, primary screen, biochemical, luminescent, no phosphate acceptor, uHTS (AID 1001); Alkaline phosphatase, tissue-nonspecific isozyme (Homo sapiens); purified TNAP, luminescent activation assay, no phosphate acceptor; higher activation fold means a stronger effect; activation fold at 20 µM, or EC50 in µM where a hit was titrated; 0.03% of 200,000 active; in the data active means activation fold from about 3, or a potency from the dose series; inactive means the rest, 99 in 100 with activation fold below about 1.6; further: many of its hits are not listed in these tables
NTR1 agonist: agonists of NTR1, primary screen, imaging, U2OS cells, beta-arrestin-GFP, high content (AID 493036) | Neurotensin receptor type 1 (Homo sapiens), P30989 | NTR1-U2OS beta-arrestin-GFP spot imaging, agonist mode | activation, % at 20 µM | 0.17% of 330,000 active;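 active means activation at or above 40% of the spot to cytoplasm intensity ratio, with at least 20 cells analyzed; inconclusive means wells under 20 cells, flagged as cytotoxic or low count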;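 further: 0% = DMSO without peptide and 100% = 100 nM NTR1 peptide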
Target sequence (P30989 whole entry, looked up): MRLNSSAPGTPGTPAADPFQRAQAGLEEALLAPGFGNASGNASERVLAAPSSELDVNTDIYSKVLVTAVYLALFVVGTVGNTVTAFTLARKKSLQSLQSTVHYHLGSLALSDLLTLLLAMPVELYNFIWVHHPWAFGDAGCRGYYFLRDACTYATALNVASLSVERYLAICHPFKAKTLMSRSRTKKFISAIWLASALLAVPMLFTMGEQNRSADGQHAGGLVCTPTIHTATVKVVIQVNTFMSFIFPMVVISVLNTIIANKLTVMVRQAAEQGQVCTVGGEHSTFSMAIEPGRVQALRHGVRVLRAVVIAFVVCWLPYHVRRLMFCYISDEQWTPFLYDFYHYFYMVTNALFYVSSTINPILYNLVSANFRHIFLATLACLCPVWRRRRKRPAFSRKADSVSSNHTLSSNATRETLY
Myeloid diff MLP: induction of myeloid progenitor differentiation, primary screen, cell-based, flow cytometry, MLPCN library | ER-HoxA9 myeloid progenitors, lysozyme-GFP differentiation | calls only at 10 µM | 1% of 360,000 active;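 active means normalized GFP-positive differentiation at or above the plate's own cutoff, the solvent-only control mean plus 3 SD; inconclusive means no clear call, values can overlap the other calls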;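 further: cells exposed to compound for four days before flow analysis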
SV40 large T antigen: SV40 large T antigen inhibitors, biochemical (AID 1903) | SV40 large T antigen ATPase/helicase inhibition assay; higher % means a stronger effect | 0.39% of 310,000 active | inhibition, % at 20 µM; hits with a dose series show IC50 in µM; in the data active means a potency from the dose series; inconclusive means inhibition mostly from about 32% at the one dose, without a potency; inactive means the rest, 99 in 100 with inhibition below about 32%; further: strong numbers were not always called active
UTI89 phage lysis: inhibition of K1F phage lysis, E. coli UTI89, bacterial capsule biogenesis inhibitors, alamar blue (AID 488966); 0.02% of 340,000 active; inhibition, % at 100 µM; hits with a dose series show IC50 in µM; E. coli UTI89 K1F phage lysis, alamar blue, 2 h; higher % means a stronger effect;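 active means phage lysis inhibition, versus mean bacterial control, above a set limit; inconclusive means no clear call, values can overlap the other calls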;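 further: capsule biogenesis inhibitors block K1F phage lysis so surviving cells raise fluorescence; higher fluorescence means more inhibition of phage lysis; actives were called in the ten point dose series up to 300 µM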
Salmonella PhoP GFP: inhibitors of PhoP regulon expression, primary screen, Salmonella Typhimurium, GFP reporter (AID 1863). 0.16% of 300,000 active. inhibition, % at 50 µM, or IC50 in µM where a hit was titrated. S. Typhimurium PhoP-regulated promoter GFP reporter, 4 h; higher % means a stronger effect;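 active means inhibition over 29.93%, a cutoff 3 SD above the screen mean, later confirmed by dose response; inconclusive means inhibition over 29.93% but no dose response follow-up; inactive means inhibition at most 29.93% or unconfirmed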;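 further: 0% = low Mg2+ inducing control and 100% = high Mg2+ repressing control; strong numbers were not always called active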
T cell modulator: modulators of CD8 T cell-vesicle binding, primary screen, mouse 2C CD8+ T cells, flow cytometry; 2C CD8+ T cell-vesicle binding; active compounds read low; calls only at 7 µM; 0.068% of 330,000 active;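 active means response, share of CD8 T cells binding vesicles, and their 90th percentile fluorescence all below set limits, cut at about 80% in these data, passing the limit was not always enough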
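Assay system – 2C mouse CD8+ T cells · Also added – QL9-loaded Drosophila micro-vesicles · Timing – Cell–vesicle co-incubation 1.5 h at 37 °C, staining 20 min on ice · Signal – flow cytometry of vesicle-bound cells · Measure – percent CD8+ FL2 mean versus row control · Controls – Peptide-free naked vesicles (low) and QL9 vesicles with 0.7% DMSO vehicle (high)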
RSV CPE inhibition: RSV antiviral activity via CPE protection, HEp-2 cells, primary 10 µM value included (AID 2391). CPE inhibition, % at 10 µM; hits with a dose series show IC50 in µM. 0.13% of 310,000 active. HEp-2 cells, RSV-induced CPE inhibition; higher % means a stronger effect; in the data active means a potency from the dose series; inconclusive means CPE inhibition mostly from about 23% at the one dose, without a potency; inactive means the rest, 99 in 100 with CPE inhibition below about 21%; further: strong numbers were not always called active
T cell modulator vesicle-bound %: further read-out of T cell modulator, marked with its call; double positive events, %; measured here: CD8+ vesicle-bound cell fraction;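 binding gate set so that unloaded-vesicle control wells show 10% double positive cells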
NTR1 agonist cell count 20 µM: further read-out of NTR1 agonist, marked with its call; cell count; measured here: cell count, cytotoxicity flag
Myeloid diff MLP GFP+ MAC1+ %: second read-out of Myeloid diff MLP, no call of its own (marks repeat the call); GFP+ MAC1+ double positive, %; measured here: differentiation confirmed by MAC1 staining
Starred values were filed as active, the others as inactive; i = inactive; u = inconclusive; x = not tested or not shown; + = active, no number; [ ] = another dose, or the depositor's remark.

Molecule,Rac1 GTP hydrolysis,TNAP activators,NTR1 agonist,NTR1 agonist cell count 20 µM,Myeloid diff MLP,Myeloid diff MLP GFP+ MAC1+ %,SV40 large T antigen,UTI89 phage lysis,Salmonella PhoP GFP,T cell modulator,T cell modulator vesicle-bound %,RSV CPE inhibition
O=C1CC(=O)NC(SCC(=O)Nc2ccccc2[N+](=O)[O-])=N1,17%,x,-2.2,57,i,0.5,14%,-0.1%,1%,i,25,3.0%
Cc1ccc(-c2n[nH]c(=O)c3ccccc23)cc1S(N)(=O)=O,7%,x,0.5,67,i,0.5,10%,0.1%,3%,i,64,0.6%
CC(=O)C1=C(C)NC(=O)NC1c1cc(Br)ccc1OCC#N (centres undefined),-1%,1.1,-0.5,89,i,0.5,3%,-0.6%,-4%,i,21,2.5%
Cc1cc(-c2cccs2)nc(-n2cccc2)n1,7%,1.1,8.2,91,i,2.2,8%,0.7%,-10%,i,42,u
Cc1cc(NC(=O)c2cccc(S(=O)(=O)N3CCCC3)c2)no1,0%,1,0.0,62,i,7.4,19%,4.0%,-5%,i,5,-0.7%
O=C(O)CCN1C(=O)c2ccc(NC(=O)c3ccco3)cc2C1=O,6%,1.1,-2.1,44,i,0.4,-2%,0.4%,-1%,i,7,2.3%
CCOC(=O)C1CN(S(=O)(=O)c2cc(OC)ccc2OC)C1,10%,x,-0.3,46,i,0.8,2%,0.1%,-4%,i,64,1.8%
CN(C(=O)c1ccc(OC2CCN(CCc3ccccc3)CC2)cc1)C1CCOC1 (centres undefined),7%,1,0.3,45,i,0.3,12%,-0.5%,-9%,i,57,0.4%
CC1CCCC(C)N1C(=O)COC(=O)CNC(=O)c1ccccc1 (centres undefined),2%,x,-1.9,63,i,0.8,x,0.2%[50 µM],x,i,46,0.8%
CN(C(=O)CC1C(=O)NCCN1Cc1ccoc1)C1CCOCC1 (centres undefined),6%,1.1,-0.3,99,i,0.2,3%,0.2%,0%,i,55,0.2%
OC1COC(OCc2ccccc2)C(O)C1O (centres undefined),6%,x,-0.2,66,i,0.2,-2%,2.1%,7%,i,55,1.6%
CCOC(=O)c1c(C)[nH]c(C(=O)OCc2ccc([N+](=O)[O-])cc2)c1C,5%,x,4.4,51,i,3.8,6%,0.1%,-5%,i,52,4.6%
CCCNC(=O)c1ccc2c(c1)ncn2-c1cc(C)cc(C)c1,6%,1.1,-0.3,53,i,0.1,21%,0.1%,5%,i,35,6.6%
CCN(C(=O)c1c(C)cc(=O)oc1C)c1ccc2c(c1)OCO2,2%,1,-1.0,79,i,1.1,1%,0.6%,-3%,i,39,1.1%
COc1cccc(CC(=O)Nc2ccc(S(=O)(=O)N3CCOCC3)cc2)c1,3%,x,0.7,50,i,0.4,10%,0.5%[50 µM],-2%,i,41,-1.2%
CCn1c(=O)c(C(=O)NCc2ccc(F)cc2)c(O)c2ccccc21,10%,x,3.4,60,i,0.3,6%,-0.1%,1%,i,60,8.2%
O=C(Nc1ccccc1)N1CCN(c2cccc(C(F)(F)F)c2)CC1,5%,1.1,6.2,49,i,8.4,21%,1.0%,2%,i,15,15%
CCOc1cc(-c2nc(-c3ccc(C)nc3OCC)no2)cc(OCC)c1OCC,5%,1.1,5.7,65,i,7.3,-2%,0.0%,11%,i,29,-1.0%
O=C(NCc1ccc(F)cc1)C1C2C=CC3(CN(Cc4cccnc4)C(=O)C13)O2 (centres undefined),-6%,1,2.3,60,i,8.5,1%,u,-3%,i,8,-0.4%
Cn1nc(C(=O)OCc2ccc(F)cc2)c2ccccc2c1=O,7%,1,-1.0,50,i,0.4,6%,-0.2%,1%,i,30,0.4%
COc1cc(S(=O)(=O)NC2CCSc3ccccc32)ccc1NC(C)=O (centres undefined),5%,x,2.4,46,i,0.8,-26%,0.0%,4%,i,54,5.0%
Cc1csc(N(C(=O)c2ccc(S(=O)(=O)N(C)C)cc2)c2ccccc2)n1,6%,1.1,0.7,40,i,0.5,2%,0.2%,-9%,i,4,0.5%
O=c1[nH]c2ccc(S(=O)(=O)NCc3ccccn3)cc2s1,3%,1,-0.8,67,i,1.0,0%,0.6%,3%,i,43,1.1%
CCCC(=O)c1c[nH]c(C(=O)NCc2ccco2)c1,4%,1.2,0.2,39,i,0.7,3%,0.1%,7%,i,54,1.2%
O=C(NCCc1ccco1)C(=O)NCC1OCCCN1S(=O)(=O)c1ccc(F)cc1 (centres undefined),5%,x,-0.1,56,i,0.4,-2%,0.1%,-1%,i,7,0.4%
O=C(O)CCCN=C1CCCc2ccccc2N1,0%,1.1,-2.3,75,i,1.3,18%,-0.1%,-3%,i,42,-0.2%
N#CC(C(N)=O)=C1CCC2(CC1)OCCCCO2,3%,1.1,1.1,57,i,1.5,2%,0.7%,-6%,i,57,0.6%
Cc1ccc(OCC(=O)c2cc(C)n(-c3ccccc3)c2C)c([N+](=O)[O-])n1,1%,1,-0.7,72,i,0.6,20%,5.1%,5%,i,28,19%
COc1cccc(/C=N/n2c(=S)n(C)c3cc(C)c(C)cc32)c1OC,1%,1.1,9.8,60,i,0.9,1%,0.3%,11%,i,47,1.3%
CCc1ccc(CCC(=O)Nc2nnc(C)s2)o1,4%,1,-0.6,69,i,1.3,1%,1.0%,-12%,i,4,-0.8%
COc1cccc(C(=O)Nc2nnc(S(=O)(=O)N(C)Cc3ccccc3)s2)c1,7%,x,1.6,68,i,0.0,16%,0.2%,5%,i,50,15%
COC(=O)c1ccc(NC(=O)CSC2=NC(=O)C(c3ccccc3)C(=O)N2)cc1 (centres undefined),9%,1.1,0.1,72,i,0.4,6%,0.2%,-20%,i,42,4.0%
CCOC(=O)c1sc(NC(=O)CS(=O)(=O)c2ccc(C)cc2)nc1C,8%,x,0.8,42,i,1.5,24%,-0.6%,-2%,i,14,1.1%
NC(=O)c1nsc(C(=O)N(CC(=O)NCc2ccc(F)cc2)Cc2ccco2)c1N,11%,1.1,0.7,57,i,1.4,6%,0.2%,10%,i,45,3.7%
O=C(NCc1ccco1)C(c1ccccc1)N(C(=O)Cc1cccs1)c1cccnc1 (centres undefined),8%,1,0.0,42,i,0.3,8%,-0.2%,-5%,i,35,1.6%
O=C1Nc2ccccc2/C1=C/c1cnc(-c2ccccc2)[nH]1,13%,x,6.0,46,i,0.4,3%,-0.2%,14%,i,38,-0.8%
O=C1N=C(N2C=CC(=C3C=CNC=C3)C=C2)/C(=C/N=NC(=O)c2ccccc2O)S1,8%,x,-1.0,64,i,0.4,5%,0.2%,3%,i,17,3.5%
Cc1c(N=C2N=C(NC(=O)c3cccs3)c3ccccc32)c(=O)n(-c2ccccc2)n1C,6%,0.7,-1.8,56,i,0.7,16%,1.3%,-10%,i,44,53%
CN1CCS/C1=C/C=C1/SC(=S)N(Cc2ccccc2)C1=O,15%,0.6,x,x,+,3.0*,11%,2.2%,19%,i,51,1.4%
CCCc1cc(C(=O)Nc2cccnc2)no1,2%,1.1,-0.4,93,i,2.6,0%,1.0%,11%,i,50,0.3%
CC(=O)NCCc1ccc(S(=O)(=O)N2CCOCC2)cc1,3%,1.1,-0.6,52,i,0.7,-2%,0.6%,-4%,i,32,1.8%
O=S(=O)(Nc1cccc2ncccc12)c1cccc(C(F)(F)F)c1,8%,x,-1.1,43,i,0.8,x,0.5%[50 µM],x,i,30,1.7%
CCNS(=O)(=O)c1ccc(Br)c(OC)c1,5%,1.2,-2.2,57,i,0.7,4%,0.6%,0%,i,13,1.6%
Cc1cccc(C(=O)O/N=C/c2c(Cl)n(C)c3ccccc23)c1,2%,1.1,3.1,73,i,0.6,3%,-0.5%,-14%,i,33,4.4%
COc1ccc(-c2nnc(SCC(=O)N(C)C3CCS(=O)(=O)C3)n2N)cc1OC (centres undefined),4%,1.1,0.7,40,i,0.0,6%,-0.1%,-7%,i,43,0.5%
Cc1[nH]c2ccccc2c1/C=N/NC(=O)c1cccc(S(=O)(=O)Nc2ccccc2Cl)c1,7%,1.1,1.8,52,i,1.0,1%,2.8%,11%,i,48,14%
CCCCn1c(N)c(N(CC(C)C)C(=O)C2CCN(S(=O)(=O)c3ccc(C)c(C)c3)CC2)c(=O)[nH]c1=O,8%,x,1.1,49,i,0.6,2%,0.1%,3%,i,23,-0.6%
COc1ccc(NC(=O)COC(=O)c2cccc(S(=O)(=O)N3CCCCC3)c2)c(OC)c1,1%,x,2.8,57,i,0.3,x,0.5%[50 µM],x,i,24,3.3%
CC(C)(C)C(=O)Nc1c2c(nn1-c1cccc(Cl)c1)CS(=O)(=O)C2,6%,x,-1.5,86,i,0.4,12%,-0.1%,-1%,i,42,0.3%
CCCCOCCCNC(=O)Cc1cccs1,7%,1.1,0.1,39,i,9.2,-4%,0.2%,3%,i,17,1.7%
O=C(CN1CCN(S(=O)(=O)c2ccccc2)CC1)Nc1ccc(Cl)c([N+](=O)[O-])c1,9%,x,1.5,63,i,0.4,13%,0.2%[50 µM],7%,i,57,7.5%
COc1cc(CNCCO)cc(Br)c1OCc1cccs1,11%,1.1,-0.3,46,i,0.7,26%,0.3%,4%,i,51,-0.9%

Whole records, looked up by structure. Screens in order: Rac1 GTP hydrolysis | TNAP activators | NTR1 agonist | NTR1 agonist cell count 20 µM | Myeloid diff MLP | Myeloid diff MLP GFP+ MAC1+ % | SV40 large T antigen | UTI89 phage lysis | Salmonella PhoP GFP | T cell modulator | T cell modulator vesicle-bound % | RSV CPE inhibition
`CC(=O)NCCc1ccc(S(=O)(=O)N2CCOCC2)cc1` is listed as 3% | 1.1 | -0.6 | 52 | i | 0.7 | -2% | 0.6% | -4% | i | 32 | 1.8%
`CCn1c(=O)c(C(=O)NCc2ccc(F)cc2)c(O)c2ccccc21` is listed as 10% | x | 3.4 | 60 | i | 0.3 | 6% | -0.1% | 1% | i | 60 | 8.2%
